H9c2 protect – myocardial damage modulation in H9c2 cells | H9c2 cardiomyocytes, H2O2 injury protection, ATPLite, 2 h | protection from H2O2 cell death, % at 20 µM | 360,000 tested, 0.63% active;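 active = compounds giving at least 50% protection of heart cells from peroxide-induced death in the single-dose screen, raw or plate-pattern-corrected value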;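 also: 0% = DMSO wells with peroxide and 100% = DMSO wells without peroxide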
Granule exo inh – blocks lytic granule exocytosis; inhibition, % at 10 µM; 360,000 tested, 0.66% active; TALL-104 LAMP-1 surface exposure, flow cytometry; cells stimulated with thapsigargin and PMA;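 active = inhibition above about 55%, limit read from the data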
HTR2A ag – mouse HTR2A agonism via beta-arrestin recruitment | activation, % at 7.6 µM | CHO-K1 mHTR2A beta-arrestin complementation, luminescence; percent of 30 µM serotonin response | 360,000 tested, 0.66% active | P35363;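 active = activation above a run cutoff, the mean activation of all tested compounds plus 3 SD, cut at about 14% in these data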;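 also: 0% = plate median of compound wells and 100% = 30 µM serotonin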
Target sequence (P35363 whole entry, looked up): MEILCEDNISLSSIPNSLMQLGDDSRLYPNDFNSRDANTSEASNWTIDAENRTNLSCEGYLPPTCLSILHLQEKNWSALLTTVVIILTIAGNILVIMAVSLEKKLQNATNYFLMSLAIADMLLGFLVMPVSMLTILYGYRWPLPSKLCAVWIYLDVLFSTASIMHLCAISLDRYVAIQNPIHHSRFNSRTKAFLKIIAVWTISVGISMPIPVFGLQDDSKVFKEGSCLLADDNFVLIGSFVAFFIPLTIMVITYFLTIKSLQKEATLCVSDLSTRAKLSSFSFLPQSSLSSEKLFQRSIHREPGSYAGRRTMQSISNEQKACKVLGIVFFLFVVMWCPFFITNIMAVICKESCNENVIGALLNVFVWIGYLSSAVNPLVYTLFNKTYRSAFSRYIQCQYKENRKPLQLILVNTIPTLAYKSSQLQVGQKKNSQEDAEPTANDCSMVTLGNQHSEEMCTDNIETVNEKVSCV
aDG glyco act – alpha-DG glycosylation activation | Pro5-aDG cells, alpha-DG glycosylation AlphaScreen (IIH6); 0% Pro5, 100% B10-LARGE cell signal | activation, % at 10 µM | 360,000 tested, 0.22% active | AID 624168;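 active = activation of at least 8% versus controls, or a plate z-score of at least 8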;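 also: Pro5 are CHO cells carrying HIG-tagged alpha-DG that lacks glycosylation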
N-glyco inh – blocks N-linked glycosylation in D54 reporter cells. D54 ERlucT glycosylation luciferase reporter, 24 h; percent of 100 nM tunicamycin response. reporter increase, % at 12.5 µM. 360,000 tested, 0.23% active;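 active = mean luciferase reporter signal, scaled so untreated is 0 and the glycosylation-blocking control 100, at or above a set limit in every replicate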;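 also: luciferase carries N-glycosylation sites so blocking glycosylation raises the light; 0% = median of neutral control wells and 100% = median of 100 nM tunicamycin wells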
Vif inh – HIV Vif inhibition. inhibition, % at 7.49 µM. AID 602346. HEK293T cells, Vif self-association by quenched fluorescence, imaging, 24 h. 340,000 tested, 0.35% active; in the data active = inhibition above about 50%, passing the limit was not always enough; also: some results filed as inactive read as strong as hits
hiPSC survival – increases survival of single human iPS cells. hiPSC single-cell survival, ATPlite luminescence; 100% = ROCK inhibitor wells, 0% = DMSO. survival enhancement, % at 20 µM. 360,000 tested, 0.044% active. AID 602274; in the data active = survival enhancement above about 18%;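 also: cells exposed to compounds for 16 hours before the ATP read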
CaV13 FRET inh – Disruptors of the CACNA1D IQ motif to Ca2+-dependent inactivation inhibitor domain association, primary screening, Förster resonance energy transfer in intact living …. inhibition, % at 12.3 µM. HEK cells, CFP/YFP FRET ICDI-IQ, plate reader, 10 min; percent FRET-ratio fall versus neutral wells. 340,000 tested, 0.098% active. AID 743397;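 active = mean replicate inhibition of at least 30% and at least 1% of replicates passing that level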;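 also: 0% = median of the neutral control wells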
ABCB6 inh MLPCN – blocks the human ABCB6 transporter | Q9NP58 | K562-ABCB6 porphyrin accumulation, flow cytometry, 1 h; stronger effect = lower value | fluorescence ratio to DMSO, % at 10 µM | 360,000 tested, 0.19% active | AID 602162;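 active = fluorescence ratio to DMSO below 75%, the collection mean minus 3 SD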;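 also: signal is porphyrin accumulated inside mitochondria; 100% equals median channel fluorescence of DMSO control wells; lower ratio means ABCB6 inhibition with less porphyrin fluorescence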
PDI inh – blocks human protein disulfide isomerase activity; 350,000 tested, 0.052% active; PDI insulin aggregation turbidity, A650, 90 min; P07237; inhibition, % at 10 µM;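 active = mean inhibition across replicates of 30% or more, whatever share of single replicates reach that level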;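 also: absorbance from insulin aggregation driven by PDI reduction with DTT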
Target sequence (P07237 whole entry, looked up): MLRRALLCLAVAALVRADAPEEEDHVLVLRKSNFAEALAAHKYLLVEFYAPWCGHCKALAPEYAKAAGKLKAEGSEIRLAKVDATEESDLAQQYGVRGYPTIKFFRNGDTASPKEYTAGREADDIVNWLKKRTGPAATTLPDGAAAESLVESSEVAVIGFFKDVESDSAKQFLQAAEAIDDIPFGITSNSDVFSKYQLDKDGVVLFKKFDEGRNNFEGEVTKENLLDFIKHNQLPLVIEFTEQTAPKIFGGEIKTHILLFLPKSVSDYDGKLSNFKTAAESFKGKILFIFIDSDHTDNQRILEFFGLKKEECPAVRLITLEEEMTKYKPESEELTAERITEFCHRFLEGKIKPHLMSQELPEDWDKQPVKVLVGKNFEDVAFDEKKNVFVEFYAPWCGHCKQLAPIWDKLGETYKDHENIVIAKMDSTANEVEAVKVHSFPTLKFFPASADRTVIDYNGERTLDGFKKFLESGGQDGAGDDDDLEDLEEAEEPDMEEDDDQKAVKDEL
Starred values were filed as active, the others as inactive; i = inactive; . = not tested or not shown.

SMILES	H9c2 protect	Granule exo inh	HTR2A ag	aDG glyco act	N-glyco inh	Vif inh	hiPSC survival	CaV13 FRET inh	ABCB6 inh MLPCN	PDI inh
CCN(C(=O)c1coc(=O)c2ccccc12)c1cc(OC)ccc1OC	-4	1	-2	0.0	-2	-6	-3.4	-2	146	-34
CCOC(=O)C1=NN(c2ccccc2)C(=O)C1	0	-4	1	-0.1	0	-10	0.4	-6	99	13
Cc1cc(C)c(/C=N/n2c(C)cc(C)c(C#N)c2=O)c(C)c1	6	7	5	0.0	1	3	2.6	-19	97	-1
O=C(CC1C(=O)NCCN1Cc1cccc(F)c1F)NC1CCCCCC1 (centres undefined)	2	-1	-1	0.0	.	.	-0.3	-3	103	13
O=C(CCSc1ccc(Cl)cc1)Nc1cccnc1	6	-4	8	0.0	-3	3	-1.9	-3	99	12
C=C1CCN(C(Cc2ccccc2)C(=O)OC)S(=O)(=O)c2ccc(F)cc21 (centres undefined)	2	6	3	0.0	-1	-3	-2.6	-10	94	-12
COc1ccc(Nc2ncnc3ccc(C)cc23)cc1	-1	-1	2	0.1	-9	-5	-0.5	-20	100	-6
COc1ccc(-c2nnn(CC(=O)N(Cc3ccco3)C(C(=O)NCC3CCCO3)c3ccco3)n2)cc1 (centres undefined)	3	-2	1	-0.2	1	4	0.6	-3	111	-3
Cn1c(NCc2ccccc2F)nc2cc(-c3ccccc3)sc2c1=O	-3	2	2	-0.2	-2	-14	3.9	-6	95	-2
CCCNc1ncnc2nc[nH]c12	-1	4	3	-0.1	0	27	1.4	-5	98	3
O=C(CC1C(=O)NCCN1Cc1ccc(-c2ccccc2)cc1)NC1CCC1 (centres undefined)	-2	11	-4	-0.3	-2	3	-0.6	-15	89	-1
O=C(NCCN1C(=O)S/C(=C\c2ccccc2F)C1=O)C1=COCCO1	-6	-5	-3	0.3	22	4	-0.1	-13	106	5
O=C(Nc1ccc(S(=O)(=O)NC2=NCCCCC2)cc1)c1cccs1	1	0	6	0.3	-1	-1	0.5	-5	96	-1
CCN(CC)C(=O)Cn1c(=O)n(CCCCCC(=O)Nc2ccccc2)c(=O)c2sccc21	10	5	0	0.1	-3	2	5.0	-5	99	3
CC(C)(C)n1nnnc1C(c1ccncc1)N1CCCCCC1 (centres undefined)	0	-6	-4	-0.1	2	-4	-0.3	-5	98	3
COc1ccc(CNC(=O)CCN2C(=O)c3ccccc3C2=O)cc1OC	1	2	-4	-0.1	-1	-22	0.0	-2	98	-2
CN(C(=O)COC(=O)CSCc1cccc(Cl)c1)c1c(N)n(Cc2ccccc2)c(=O)[nH]c1=O	-1	-2	7	-0.1	-2	-11	0.5	-4	100	-6
O=C(Nc1cc(Cl)ccc1Oc1ccccc1)c1ccc(F)cc1	-2	-4	1	0.1	-2	-15	10	-20	95	-4
CC(C)(C)OC(=O)N1CCNc2ccccc2C1	-1	-2	-4	-0.1	1	-6	0.3	-5	95	-6
O=C(NCCOc1ccccc1)C1C(=O)Nc2ccccc2C(=O)N1C1CCCCC1 (centres undefined)	.	8	-3	0.0	.	.	.	-9	.	.
O=S(=O)(c1ccc(Cl)cc1)N1CCN(Cc2c[nH]c3ccccc23)CC1	1	0	-2	0.1	-1	-12	-1.0	-4	97	3
Nn1cc(-c2ccccc2)nc1SCC(=O)Nc1cccc(S(N)(=O)=O)c1	7	-1	-5	-0.2	0	-2	-0.4	-2	98	-1
COc1cc(C2CC(=O)Nc3cc(C)c(C)cc32)cc(OC)c1OC (centres undefined)	2	-2	1	0.6	21	-4	0.2	-5	98	3
C=CCn1c(SCC(=O)Nc2cc(C)nn2-c2ccccc2)nnc1C1CCCCC1	2	0	-1	-0.2	-1	2	-2.7	-5	90	0
Cc1onc(-c2ccccc2)c1C(=O)Nc1sc2c(c1C#N)CCC(C)C2 (centres undefined)	-12	5	-3	0.1	5	-11	0.2	-8	95	5
O=C(O)[C@H](Cc1c[nH]c2ccccc12)Nc1ncccc1[N+](=O)[O-]	-3	-12	-1	0.1	1	-11	-0.4	-4	104	-1
Cc1c(Cl)cccc1NC(=O)[C@@H](NC(=O)c1ccccc1Cl)C(C)C	6	-1	2	-0.6	1	1	-0.9	-8	100	-5
COc1cccc(C(=O)OCn2nnc3ccccc3c2=O)c1	12	-1	-4	-0.1	3	13	-1.7	-8	100	-5
Cc1cccnc1NC(=O)c1sc2ccccc2c1Cl	-5	0	-2	-0.2	-4	19	-0.3	-3	100	0
COc1ccc(OC)c(S(=O)(=O)n2nc(C)cc2C)c1	2	0	1	0.0	1	30	-2.9	-4	97	1

Structural class, the compounds so far with an NH in an aromatic ring
SMILES	H9c2 protect	Granule exo inh	HTR2A ag	aDG glyco act	N-glyco inh	Vif inh	hiPSC survival	CaV13 FRET inh	ABCB6 inh MLPCN	PDI inh
CCCNc1ncnc2nc[nH]c12	-1	4	3	-0.1	0	27	1.4	-5	98	3
CN(C(=O)COC(=O)CSCc1cccc(Cl)c1)c1c(N)n(Cc2ccccc2)c(=O)[nH]c1=O	-1	-2	7	-0.1	-2	-11	0.5	-4	100	-6
O=S(=O)(c1ccc(Cl)cc1)N1CCN(Cc2c[nH]c3ccccc23)CC1	1	0	-2	0.1	-1	-12	-1.0	-4	97	3
O=C(O)[C@H](Cc1c[nH]c2ccccc12)Nc1ncccc1[N+](=O)[O-]	-3	-12	-1	0.1	1	-11	-0.4	-4	104	-1

Additional entries follow.
SMILES	H9c2 protect	Granule exo inh	HTR2A ag	aDG glyco act	N-glyco inh	Vif inh	hiPSC survival	CaV13 FRET inh	ABCB6 inh MLPCN	PDI inh
COc1cccc(NC(=O)Nc2cc(C)on2)c1	-6	-7	3	0.0	1	2	-0.6	-20	99	-6
CCNS(=O)(=O)c1ccc(CCC(=O)N2CCN(c3cc(Cl)ccc3C)CC2)cc1	-1	3	8	1.3	-1	-10	-0.4	-2	100	-5
O=C(Nc1ccc(N2CCCC2)c(Cl)c1)c1cccnc1	38	-5	-1	0.0	-1	-19	-0.4	.	100	-2
CCNC(=O)N1C[C@H]2CON(C)[C@H]2C[C@H]1c1ccccc1Br	2	2	1	0.1	1	.	-0.6	-3	98	3
CCn1c(CNC(=O)c2ccccc2Br)nnc1SCC(=O)NC1=NCCS1	2	-17	0	-0.1	4	4	0.2	-5	99	-5
Cc1cc(C(=O)NCC(=O)O)c(C)o1	7	1	3	-0.1	1	115*	1.3	-8	91	-1
Cc1ccc(CNC(=O)c2cccc(S(C)(=O)=O)c2)cc1	-7	2	1	-0.2	-1	1	5.7	.	130	-6
CC(C)(C)c1nc2ccccc2c2nnc(SCC(=O)NCc3ccco3)n12	7	3	-1	0.0	1	-2	0.6	-5	94	-5
COc1ccc(Br)cc1C(=O)Nc1cccc2ncccc12	9	3	0	-0.1	1	2	1.9	9	i	-2
CCOC(=O)c1ccccc1NC(=O)c1cn(-c2ccc(C)c(C)c2)c(=O)c2ccccc12	19	-1	0	-0.3	-6	-6	0.0	-4	95	0
CCOC(=O)c1csc(NC(=O)c2ccc(OCC)cc2)n1	-4	-2	1	0.3	-1	1	-0.3	-5	94	-6
CC1(C)NC(=O)N(CC(=O)OCC(=O)c2ccc(Br)s2)C1=O	-3	-5	-6	-0.1	2	2	2.9	-5	96	-2
COCCNC(=O)C1CCCN(S(=O)(=O)c2c(C)noc2/C=C/c2cccs2)C1 (centres undefined)	-8	1	4	0.2	0	-6	-0.1	-19	96	3
Cc1c(C)c2c(OCC(=O)N[C@@H](CC(C)C)C(=O)O)cc3c(c2oc1=O)CCC(C)(C)O3	7	0	-5	0.0	0	5	0.2	-2	102	0
CC(=O)COC(=O)CNC(=O)c1ccc(Br)cc1	0	-3	5	0.0	-1	-14	-0.9	-6	103	0
Cc1ccc(C(=O)NCC(=O)OCC(=O)c2ccc(Br)s2)cc1	-8	-19	-1	1.5	1	-6	-0.5	-2	104	0
COc1ccc(OCCNc2cc(N3CCCCC3)ccc2[N+](=O)[O-])cc1	-7	2	6	0.0	-1	-3	-2.7	-4	91	4
NC(=S)NN=C1C=CCCC1	-6	6	19*	0.8	1	4	-2.7	-5	88	-3
CCC(CO)Oc1cc(NCc2cccc(C)c2)c2ncn(C(C)C)c2c1 (centres undefined)	-4	2	4	0.0	5	3	4.0	-5	108	-5
COC(=O)NCC(c1ccco1)N1CCN(c2ccc(F)cc2)CC1 (centres undefined)	3	-2	-2	0.1	0	-8	2.4	-5	103	6
Cc1cccc(-c2nsc(SCC(=O)NCC3CCCO3)n2)c1 (centres undefined)	-2	-4	-3	0.0	1	-2	-0.5	-5	97	4
Cc1ccc2cccc(OCC(=O)N3CCc4ccccc43)c2n1	23	-11	-1	0.4	0	6	-0.3	-3	95	-5
CC(=O)N/C(=C\c1ccccc1)C(=O)OCc1ccc(F)cc1	-3	20	7	-0.2	.	.	0.0	-6	98	9
CC(=O)N1C(=O)CC(C)N(C(C)=O)c2ccc([N+](=O)[O-])cc21 (centres undefined)	8	-3	1	0.0	3	-3	0.4	-3	100	-11
COc1ccc2nc(NC(=O)CSc3nnc(C)s3)sc2c1	-7	-1	2	0.2	-4	1	-2.0	-11	104	-7
C=CCc1cc(S(=O)(=O)c2ccc(O)c(CC=C)c2)ccc1O	5	7	3	0.1	-1	2	0.5	1	98	10
CCNC(=O)CSc1nnc(-c2cccs2)o1	-6	-4	1	-0.2	2	4	-1.8	-5	97	-2
COC(=O)C/C=C/N(Cc1ccccc1OC)S(=O)(=O)CCl	3	-1	9	2.3	-2	-2	3.0	-4	108	1
Cc1ccc2ncccc2c1[N+](=O)[O-]	-11	3	3	0.4	-6	3	0.3	-4	96	-80
CON(C)c1nc(Oc2ccc(=O)[nH]n2)nc(N(C)C)n1	2	16	0	1.5	1	5	-3.2	-5	100	18
O=C(CCCCCn1c(=O)[nH]c2ccccc2c1=O)NCCc1c[nH]c2ccccc12	7	-3	-7	0.2	-2	-5	0.4	-3	102	19
Cc1nc2ccccc2c(=O)n1NC(=O)Cc1ccc(Br)cc1	2	0	2	-0.2	-2	-11	4.1	-8	96	0
CN(C(=O)CSCC(=O)Nc1ccc(Cl)cc1)C1CCCCC1	-4	4	0	0.3	0	0	1.9	-6	93	0
O=C(OCc1cccc(C(F)(F)F)c1)c1ccc[nH]c1=O	-1	-4	2	-0.2	-1	22	-0.1	-3	90	8
Cc1ccc(C(=O)CSc2ncnc3ccccc23)o1	0	1	-1	0.5	-1	-11	2.3	-2	102	4
CCN(CC)S(=O)(=O)c1ccc(OC)c(NC(=S)Nc2cccc(C)c2C)c1	-4	-2	-4	-0.2	-3	-1	-2.4	-5	93	1
COc1ccc(CNC(=O)[C@H](C)NC(=O)C2CC(=O)N(c3ccc4c(c3)OCO4)C2)cc1 (some centres undefined)	1	-17	5	0.4	-1	9	-0.4	-3	99	5
Cn1nnnc1SCC(=O)Nc1ccc(C(=O)N2CCN(Cc3ccccc3F)CC2)cc1	7	-3	4	0.0	-3	4	0.0	-3	102	-1
COc1ccc(CCNCC(=O)Nc2ccc(C(=O)N3CCCCC3)cc2)cc1	0	7	0	0.0	-3	-2	-0.4	-4	101	-8
CNc1nc2[nH]c(=O)c3c(c2s1)OC(N)=C(C#N)C3c1cccc(F)c1 (centres undefined)	17	1	3	-0.2	1	-3	-1.2	.	99	-2
NC(=O)c1ccc[n+](CC(=O)NCc2ccc(Cl)cc2)c1	-5	-2	2	-0.2	2	-3	0.2	-2	99	2
O=C(Nc1ccc(N2CCCC2)c(Cl)c1)c1ccccc1[N+](=O)[O-]	-3	4	3	-0.1	0	0	-1.3	-7	92	1
